TexasRed fluor – Total Fluorescence Counterscreen for Inhibitors of the Interaction of Thyroid Hormone Receptor and Steroid Receptor Coregulator 2 | 280,000 tested, 0.29% active | TRb/SRC2 Texas Red total fluorescence interference | AID 1479, 2009 | Potency, µM (highest dose often 106 µM), without a hit: at the highest dose fluorescence change, negative = quenching; active = well fitted curve in either direction with a large enough effect; inconclusive = small, poorly fitted or top-dose-only effect; also: % is scaled to controls: 0 for no effect and ±100 for the full control effect
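Flags fluorescent or light-absorbing compounds by total fluorescence, S + 2P, at 555 nm excitation and 632 nm emission. Mixture: 20 nM Texas Red SRC2 peptide, 0.6 uM human TRb LBD, 1 uM T3, 5% DMSO; compound exposure 5 h at ambient temperature.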
RECQ1 inh – qHTS Assay for Inhibitors of RecQ-Like Dna Helicase 1 (RECQ1); 240,000 tested, 0.54% active; RECQ1 DNA unwinding, red fluorescence kinetic read; Potency, µM (titrated, usually from 57.3 µM), without a hit: at the top dose activity, negative = inhibition, most hits filed as inhibitors; ATP-dependent DNA helicase Q1 (Homo sapiens), P46063;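 also: plate controls were vehicle for no effect and no enzyme for full effect; nearly all actives have a fitted effect of over 30% in size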
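50 nM RECQ1T1 preincubated 15 min with compound in Tris pH 8.0 buffer with MgCl2, DTT, Tween-20 and 2.5 ug/ml poly(dI-dC); started with 200 nM TAMRA/BHQ-2 forked duplex and 2 mM ATP. Unwinding read as fluorescence (525/598 nm), two reads 2 h apart.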
JMJD2E inh – qHTS Assay for Inhibitors of Human Jumonji Domain Containing 2E (JMJD2E) | 230,000 tested, 1.6% active | JMJD2E catalytic domain, FDH-coupled NADH fluorescence (FDH is formaldehyde dehydrogenase) | AID 2147, 2009 | Potency, µM (highest dose often 57.1 µM), for the others: at the top dose activity change, negative = inhibition, most hits filed as inhibitors | Lysine-specific demethylase 4E (Homo sapiens), B2RXH2; active = well fitted inhibition curve with a large enough effect, not every such curve was filed as active; inconclusive = small, poorly fitted or top-dose-only effect, or another doubt; inactive = no such curve, though single readings can be large or run the other way;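 also: 0% = wells with enzyme and -100% = buffer wells without enzyme; nearly all actives have a fitted effect of over 50% in size; many of its hits are not listed in these tables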
Target sequence (B2RXH2 1-337 limits assumed): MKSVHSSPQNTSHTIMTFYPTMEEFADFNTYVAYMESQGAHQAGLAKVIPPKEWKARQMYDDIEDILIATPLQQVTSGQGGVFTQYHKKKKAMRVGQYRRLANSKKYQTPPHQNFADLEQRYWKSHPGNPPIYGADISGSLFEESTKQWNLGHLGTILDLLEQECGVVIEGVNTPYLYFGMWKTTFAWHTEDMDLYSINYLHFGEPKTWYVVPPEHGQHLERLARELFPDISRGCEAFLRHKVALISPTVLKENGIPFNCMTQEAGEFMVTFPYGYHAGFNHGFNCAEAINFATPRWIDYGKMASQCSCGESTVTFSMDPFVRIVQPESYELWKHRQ
TRb SRC2 PPI – qHTS for Inhibitors of the Interaction of Thyroid Hormone Receptor and Steroid Receptor Coregulator 2; Thyroid hormone receptor beta (Homo sapiens), P10828; 280,000 tested, 0.065% active; TRbeta-SRC2 peptide binding, fluorescence polarization; receptor liganded with 1 µM T3; Potency, µM (titrated, usually from 106 µM), inactives show at the top dose activity change, negative = inhibition, usual class: inhibitors;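 also: plate controls were bound peptide for no effect and peptide without receptor for full effect; nearly all actives have a fitted effect of over 50% in size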
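Human TRb LBD (0.6 uM) plus Texas Red-labeled SRC2 peptide (20 nM), 1uM T3, 5% DMSO, 5 hr at ambient temperature. Decreased polarization (555/632 nm) flags inhibition; data normalized to free and bound peptide controls.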
Lamin A splicing – qHTS Assay for Modulators of Lamin A Splicing | AID 1487, 2009 | HeLa LMNA splicing GFP/RFP minigene ratio, 48 h | Potency, µM (series often up to 46.1 µM), without a hit: top-dose ratio change, negative = inhibition, usual class: inhibitors | 200,000 tested, 0.01% active; active = well fitted inhibition curve with a large enough effect in the signal ratio, with a control signal flat, not every such curve was filed as active; inconclusive = small, poorly fitted or top-dose-only effect, or effect the other way, or a change in a side signal; the % refers to the signal ratio; also: % is scaled to controls: 0 for no effect and ±100 for the full control effect
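Read-out is the ratio of GFP to DsRed2 object intensity, acquired by 488 nm laser-scanning cytometry on HeLa lamin A-EGFP minigene reporter cells. Compound incubation 48 hrs at 37 °C in Opti-MEM with 2% FBS; DMSO 0.5% final.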
RGS12 GoLoco inh – qHTS Assay for Inhibitors of RGS12 GoLoco Motif Activity (Red Fluorophore); Guanine nucleotide-binding protein G(i) subunit alpha-1 (Homo sapiens), P63096; Gai1:RGS12 GoLoco peptide FP, rhodamine, 10 min; Potency, µM (highest dose often 61.6 µM), for the others: top-dose activity, negative = inhibition, actives largely listed as inhibitors; 230,000 tested, 0.44% active; AID 880, 2007; active = well fitted inhibition curve with a large enough effect, not every such curve was filed as active; inactive = no such curve, though single readings can be large or run the other way; also: % is scaled to controls: 0 for no effect and ±100 for the full control effect; nearly all actives have a fitted effect of over 30% in size; many of its hits are not listed in these tables
ALDH1A1 inh – qHTS Assay for Inhibitors of Aldehyde Dehydrogenase 1 (ALDH1A1). AID 1030, 2008. 220,000 tested, 7.3% active. Purified ALDH1A1, NADH fluorescence, propionaldehyde substrate. Potency, µM (series often up to 75.3 µM), without a hit: top-dose activity, negative = inhibition, hits mostly inhibitors; active = well fitted inhibition curve with a large enough effect, not every such curve was filed as active; inconclusive = small, poorly fitted or top-dose-only effect, or another doubt; inactive = no such curve, though single readings can be large or run the other way;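 also: plate controls were no enzyme wells and a reference inhibitor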
Target sequence (P00352 whole entry, looked up): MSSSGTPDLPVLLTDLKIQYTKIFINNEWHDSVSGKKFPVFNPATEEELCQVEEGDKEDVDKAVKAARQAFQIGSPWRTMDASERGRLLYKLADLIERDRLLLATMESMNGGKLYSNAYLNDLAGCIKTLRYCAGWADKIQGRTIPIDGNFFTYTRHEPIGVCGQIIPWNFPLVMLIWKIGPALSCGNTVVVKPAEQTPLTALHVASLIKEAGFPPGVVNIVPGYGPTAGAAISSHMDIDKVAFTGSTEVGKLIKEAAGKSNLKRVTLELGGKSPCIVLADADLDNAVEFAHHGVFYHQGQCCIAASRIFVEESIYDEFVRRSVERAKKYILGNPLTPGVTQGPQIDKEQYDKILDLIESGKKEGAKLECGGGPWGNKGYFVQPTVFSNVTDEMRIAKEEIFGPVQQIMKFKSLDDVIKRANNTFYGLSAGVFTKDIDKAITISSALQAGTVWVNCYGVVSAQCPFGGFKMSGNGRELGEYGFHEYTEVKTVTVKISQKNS
SMN2 splice enh – qHTS Assay for Enhancers of SMN2 Splice Variant Expression | Potency, µM (titrated, usually from 46.1 µM), without a hit: at the top dose activity change, positive = activation, most hits filed as activators | 210,000 tested, 2.8% active | HEK293 SMN2-luciferase splicing reporter, luminescence, 30-36 h; also: % of control where 0% means no effect; nearly all actives have a fitted effect of over 55% in size
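HEK293 cells carry an SMN2 […]–luciferase reporter in which exon 7 inclusion puts luciferase in frame. Cells were plated 10-12 h before compound addition, then incubated 30-36 h at 37C. ONE-Glo luminescence was read; sodium butyrate at 4.5 mM final served as control.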
The depositor's hits bear a star; i = inactive; ? = inconclusive; nt = not tested or not shown; [ ] = dose if it differs, or a comment. Unless noted, calls follow the shape of the dose curve; as a rule, active = well fitted curve in the direction sought with a large enough effect; inconclusive = small, poorly fitted or top-dose-only effect, or another doubt; inactive = no such curve, though single readings can be large; an effect the other way counts as inactive or inconclusive. Potency is read from the fitted curve at half-maximal effect.

Labels used below – A = TexasRed fluor; B = RECQ1 inh; C = JMJD2E inh; D = TRb SRC2 PPI; E = Lamin A splicing; F = RGS12 GoLoco inh; G = ALDH1A1 inh; H = SMN2 splice enh
CCN(CC(=O)NCc1cccs1)C(=O)CCc1c[nH]c2ccccc12
  A = 0%	B = ?	C = -6%	D = -5%	E = -16%[46 µM]	F = 8%	G = 2%	H = -6%
COc1cc(/C=C2\SC(=S)N(NS(=O)(=O)c3ccccc3)C2=O)cc(OC)c1OC
  A = 0%	B = 5%	C = -10%	D = 0%	E = nt	F = -11%	G = nt	H = nt
COc1cc2c(C(=O)NCc3ccccn3)cn(CC(C)C)c(=O)c2cc1OC
  A = 0%	B = -2%	C = -16%	D = 0%	E = -2%	F = 0%	G = ?	H = -10%
Cc1oc(-c2ccccc2Cl)nc1CN(C)C(C)c1ccon1 (configuration not stated)
  A = -2%	B = i	C = -2%	D = -11%	E = nt	F = 10%	G = -1%	H = 7%
CCN(CC)S(=O)(=O)c1cccc(C(=O)OCc2cc(=O)n3nc(C)sc3n2)c1
  A = -5%	B = 2%	C = -4%	D = 4%	E = 7%	F = -1%	G = -7%	H = -13%
O=C(COC(=O)c1cc(S(=O)(=O)N2CCCCC2)ccc1N1CCOCC1)NC1CCS(=O)(=O)C1 (configuration not stated)
  A = 0%	B = -15%	C = 5%	D = 1%	E = -13%[46 µM]	F = -9%	G = 11%	H = -6%
CCc1ccc(-c2nc(CCl)cs2)cc1
  A = 1%	B = -7%	C = -10%	D = 2%	E = -12%	F = nt	G = -5%	H = nt
O=C(N/N=C/c1ccncc1)c1cccc(NC(=O)c2ccccc2Cl)c1
  A = 3%	B = -2%	C = 3%	D = 5%	E = -7%	F = 10%	G = 13µM*	H = 2%[1.84 µM]
C#CCOC(=O)NC(/C=C/CCCC)c1ccccc1 (configuration not stated)
  A = -2%	B = -5%	C = 6%	D = 4%	E = nt	F = 0%	G = 9%	H = 1%
COC(=O)N1CCC[C@@]2(CCN(C(=O)Nc3ccccc3)C2)C1
  A = nt	B = i	C = nt	D = nt	E = nt	F = 3%	G = -2%	H = 2%
Cc1nc2ccc(S(=O)(=O)NCC(=O)NCCN3CCCCCC3)cc2s1
  A = -3%	B = -1%	C = -1%	D = -14%	E = 0%	F = 5%	G = ?	H = -13%
Cc1cc(S(=O)(=O)N(Cc2ccc(C(C)C)cc2)CC2CCCO2)ccc1-n1cnnn1 (configuration not stated)
  A = -2%	B = -25%	C = 1%	D = -8%	E = ?	F = 0%	G = -15%	H = -50%[inhibitor]
COC(=O)C(C(=O)OC)[C@@H]1O[C@@]23COC=C[C@]2(C)[C@H]3c2ccccc21
  A = 0%	B = 0%	C = 5%	D = -3%	E = nt	F = -12%	G = -8%	H = -4%
CC(=O)Nc1ccc(S(=O)(=O)CCC#N)cc1
  A = -1%	B = 2%	C = -1%	D = 3%	E = -13%	F = -25%	G = 6%	H = 1%
CCc1ccc(NC(=O)N2CCN(c3ccccc3)CC2)cc1
  A = -1%	B = i	C = -4%	D = -1%	E = nt	F = -7%	G = 2%	H = 1%

Grouped by structure: those above containing two or more sulfur atoms (four)
Labels used below – A = TexasRed fluor; B = RECQ1 inh; C = JMJD2E inh; D = TRb SRC2 PPI; E = Lamin A splicing; F = RGS12 GoLoco inh; G = ALDH1A1 inh; H = SMN2 splice enh
COc1cc(/C=C2\SC(=S)N(NS(=O)(=O)c3ccccc3)C2=O)cc(OC)c1OC
  A = 0%	B = 5%	C = -10%	D = 0%	E = nt	F = -11%	G = nt	H = nt
CCN(CC)S(=O)(=O)c1cccc(C(=O)OCc2cc(=O)n3nc(C)sc3n2)c1
  A = -5%	B = 2%	C = -4%	D = 4%	E = 7%	F = -1%	G = -7%	H = -13%
O=C(COC(=O)c1cc(S(=O)(=O)N2CCCCC2)ccc1N1CCOCC1)NC1CCS(=O)(=O)C1 (configuration not stated)
  A = 0%	B = -15%	C = 5%	D = 1%	E = -13%[46 µM]	F = -9%	G = 11%	H = -6%
Cc1nc2ccc(S(=O)(=O)NCC(=O)NCCN3CCCCCC3)cc2s1
  A = -3%	B = -1%	C = -1%	D = -14%	E = 0%	F = 5%	G = ?	H = -13%

Further structures follow:
Labels used below – A = TexasRed fluor; B = RECQ1 inh; C = JMJD2E inh; D = TRb SRC2 PPI; E = Lamin A splicing; F = RGS12 GoLoco inh; G = ALDH1A1 inh; H = SMN2 splice enh
Cc1ccc2nc(NC(=O)C3CCN(S(=O)(=O)c4cccnc4)CC3)sc2c1
  A = -3%	B = -13%	C = -6%	D = 8%	E = ?	F = 1%	G = 8%	H = -32%[inhibitor]
O=C(NCCCN1CCOCC1)c1cc(-c2cccs2)on1
  A = 1%	B = -6%	C = -3%	D = -15%	E = ?	F = -5%	G = 0%	H = -11%
CCOc1cc2[nH]c(=S)n(CCC(=O)N3CCc4ccccc4C3)c(=O)c2cc1OCC
  A = -3%	B = -6%	C = 3%	D = -15%	E = 15%	F = 10%	G = 18%	H = 3%
C/C(=N\Nc1ccc(Cl)c(C(=O)O)c1)c1ccc[nH]1
  A = -2%	B = -13%	C = -10%	D = 0%	E = nt	F = 8%	G = nt	H = nt
COc1ccc(NC(=O)c2csc(Cc3ccc(Cl)cc3)n2)cc1
  A = -1%	B = ?	C = ?	D = 1%	E = nt	F = -10%	G = -3%	H = -23%
CCn1c(C)csc1=NC(=O)c1ccccc1O
  A = 2%	B = 11%	C = ?	D = 5%	E = -5%	F = 21%	G = ?	H = -9%
CCOc1ccc(C(=O)NNC2CC(=O)N(CCc3ccccc3)C2=O)cc1OC (configuration not stated)
  A = -2%	B = i	C = -3%	D = 5%	E = 7%	F = 12%	G = 5%	H = 18%
Nc1nc(CSc2nc3ccccc3[nH]2)nc(N2CCOCC2)n1
  A = 4%	B = -13%	C = 4%	D = -17%	E = -12%	F = 5%	G = -3%	H = 6%
CC1=NN(C(=O)c2ccccc2Cl)C(O)(c2cccnc2)C1 (configuration not stated)
  A = -3%	B = i	C = -4%	D = 4%	E = nt	F = 16%	G = 3%	H = 0%
COc1ccc(CNCCCO)cc1OC
  A = -3%	B = 8%	C = 63%[activator]	D = -3%	E = -8%	F = 9%	G = -15%	H = -8%
O=c1c(-c2cnn(-c3ccccc3)c2)coc2cc(O)ccc12
  A = 0%	B = i	C = ?	D = 3%	E = nt	F = 10%	G = ?	H = nt
O=C1c2cccc3cc(Br)cc(c23)C(=O)N1Nc1ccccc1
  A = 2%	B = -6%	C = 9%	D = -3%	E = -9%	F = -5%	G = -17%	H = -12%

Sorted by heavy-atom count (ascending): part of the list above.
Labels used below – A = TexasRed fluor; B = RECQ1 inh; C = JMJD2E inh; D = TRb SRC2 PPI; E = Lamin A splicing; F = RGS12 GoLoco inh; G = ALDH1A1 inh; H = SMN2 splice enh
CC1=NN(C(=O)c2ccccc2Cl)C(O)(c2cccnc2)C1 (configuration not stated)
  A = -3%	B = i	C = -4%	D = 4%	E = nt	F = 16%	G = 3%	H = 0%
Cc1ccc2nc(NC(=O)C3CCN(S(=O)(=O)c4cccnc4)CC3)sc2c1
  A = -3%	B = -13%	C = -6%	D = 8%	E = ?	F = 1%	G = 8%	H = -32%[inhibitor]
CCOc1ccc(C(=O)NNC2CC(=O)N(CCc3ccccc3)C2=O)cc1OC (configuration not stated)
  A = -2%	B = i	C = -3%	D = 5%	E = 7%	F = 12%	G = 5%	H = 18%

This is a subset; rates above refer to the full screens.
